TDP2 absorb – blocks human TDP2 phosphodiesterase activity | O95551 | recombinant TDP2, T5PNP hydrolysis, p-nitrophenol absorbance 415 nm | inhibition, % at 12.8 µM | hit rate 0.34% among 370,000;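 active = inhibition above the mean of all tested compounds plus 3 SD, set per campaign, cut at about 25% in these data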;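 note: 0% = DMSO with enzyme and 100% = buffer with substrate but no TDP2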
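System: recombinant human TDP2 / Amount: 120 nM TDP2 per well / Also added: 5 mM T5PNP chromogenic substrate / Doses: 12.8 µM single point, 1% DMSO / Incubation: 2 h at 37 °C / Detection: p-Nitrophenol epi absorbance / Evaluation: % inhibition relative to enzyme-containing and enzyme-free wells / Repeats: singlicate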
DDE Tn6 FP inh – disrupts Tn6 cyclic peptide binding to fibrin D-Dimer-E complex. Fibrin DD(E) TRITC-Tn6 fluorescence polarization displacement. inhibition, % at 8.3 µM. hit rate 0.21% among 370,000;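 active = inhibition above a per-campaign cutoff: mean of compounds within control limits plus 3 SD, cut at about 15% in these data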;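 note: 0% = median of all compound wells on the plate and 100% = blocking peptide control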
PLCb3 inh – blocks human PLC-beta3 enzyme activity. Q01970. Purified PLC-beta3, fluorogenic substrate, fluorescence. inhibition, % at 12.2 µM. hit rate 0.18% among 370,000. AID 720704; in the data active = inhibition above about 11%;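 note: 0% = median of compound wells on plate and 100% = full blocker control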
ASAP1 inh – ASAP1 ArfGAP inhibition. ASAP1-stimulated ARF1 GTP hydrolysis, GDP FP detection. inhibition, % at 16.5 µM. hit rate 0.19% among 360,000; in the data active = inhibition above about 25%;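 note: 0% = vehicle with enzyme and substrate and 100% = no enzyme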
ADAM17 inh – inhibits human ADAM17; P78536; recombinant ADAM17, EDANS/DABCYL FRET peptide cleavage; hit rate 0.83% among 370,000; AID 720648; inhibition, % at 6.95 µM;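 active = inhibition above the mean of compounds lying between control limits plus 3 SD, set per campaign, cut at about 8.5% in these data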;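 note: 0% = DMSO-only wells as the low control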
PLC-gamma1 inh – inhibitors of human phospholipase C gamma1 | P19174 | purified PLC-gamma1, fluorogenic substrate, fluorescence | inhibition, % at 12.2 µM | hit rate 0.84% among 370,000 | AID 720700; in the data active = inhibition above about 9.5%
Target sequence (P19174 whole entry, looked up): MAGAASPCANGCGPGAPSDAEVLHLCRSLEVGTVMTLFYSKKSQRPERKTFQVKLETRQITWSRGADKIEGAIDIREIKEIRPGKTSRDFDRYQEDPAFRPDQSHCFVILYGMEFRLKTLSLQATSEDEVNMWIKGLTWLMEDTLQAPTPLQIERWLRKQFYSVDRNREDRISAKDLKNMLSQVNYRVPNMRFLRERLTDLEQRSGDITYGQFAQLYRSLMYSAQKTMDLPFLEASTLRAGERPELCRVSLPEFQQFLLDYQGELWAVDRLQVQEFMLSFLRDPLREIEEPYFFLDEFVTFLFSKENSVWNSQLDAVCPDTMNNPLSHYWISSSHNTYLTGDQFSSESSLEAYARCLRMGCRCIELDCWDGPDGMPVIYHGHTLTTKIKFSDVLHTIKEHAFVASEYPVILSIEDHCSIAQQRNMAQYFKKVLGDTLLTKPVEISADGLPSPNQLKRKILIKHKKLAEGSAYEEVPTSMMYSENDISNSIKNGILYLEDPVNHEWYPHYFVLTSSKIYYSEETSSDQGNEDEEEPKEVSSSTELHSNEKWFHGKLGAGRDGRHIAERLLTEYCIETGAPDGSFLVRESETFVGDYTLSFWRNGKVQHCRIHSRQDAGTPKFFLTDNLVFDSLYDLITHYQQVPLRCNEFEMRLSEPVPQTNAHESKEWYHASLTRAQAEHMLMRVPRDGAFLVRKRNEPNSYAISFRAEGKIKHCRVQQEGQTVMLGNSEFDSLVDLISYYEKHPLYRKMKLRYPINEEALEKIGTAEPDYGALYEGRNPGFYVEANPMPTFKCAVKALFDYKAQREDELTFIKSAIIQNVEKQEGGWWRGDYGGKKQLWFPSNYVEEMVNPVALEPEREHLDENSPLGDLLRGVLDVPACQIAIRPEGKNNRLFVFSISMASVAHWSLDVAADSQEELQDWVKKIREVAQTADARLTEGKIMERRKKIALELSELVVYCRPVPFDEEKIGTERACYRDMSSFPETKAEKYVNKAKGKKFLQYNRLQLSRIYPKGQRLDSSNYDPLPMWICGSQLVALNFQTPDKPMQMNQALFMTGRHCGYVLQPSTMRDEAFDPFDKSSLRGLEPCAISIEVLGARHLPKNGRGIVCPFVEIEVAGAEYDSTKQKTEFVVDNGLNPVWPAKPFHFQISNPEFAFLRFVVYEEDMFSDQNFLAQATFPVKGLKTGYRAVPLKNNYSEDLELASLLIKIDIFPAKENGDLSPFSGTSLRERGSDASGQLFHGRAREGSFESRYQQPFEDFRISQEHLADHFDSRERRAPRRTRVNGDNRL
ADAM10 inh – inhibits human ADAM10. recombinant ADAM10, EDANS/DABCYL FRET peptide cleavage, 3 h. inhibition, % at 7 µM. hit rate 0.62% among 370,000;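 active = inhibition above a per-campaign cutoff equal to the mean of compounds falling between control-based bounds plus 3 SD, cut at about 20% in these data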;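 note: 0% = DMSO wells while the 100% control is not disclosed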
SIAE primary – blocks human sialic acid acetylesterase; Q9HAT2; SIAE FP-Rh probe binding, fluorescence polarization; inhibition, % at 9.66 µM; hit rate 0.69% among 370,000; AID 1053197;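 active = inhibition above a cutoff: mean of compounds within the control limits plus 3 SD of those, cut at about 17% in these data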;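 note: 0% = plate median of compound wells and 100% = probe without SIAE protein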
Tn7 DDE FP – DD(E)-Tn7 binding inhibition, primary FP screen | P02675 | FP displacement of FITC-Tn7 peptide from fibrin DD(E); 0% = median of compound wells per plate | inhibition, % at 8.3 µM | hit rate 0.13% among 370,000 | AID 720508;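 active = inhibition above the mean of compounds falling within the control limits plus 3 SD of them, cut at about 14% in these data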;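 note: 0% = plate median of compound wells and 100% = 10 µM Aha-Tn7 peptide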
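Also added: labelled Tn7 tracer, 0.1 µM; Assay system: human fibrin DD(E) protein; Amount: 2 µM fibrin DD(E); Schedule: 10 min compound pre-incubation, 3 h probe incubation at room temperature; Repeats: one replicate per compound; Read-out basis: percent inhibition; Measured by: fluorescence polarization of the labelled Tn7 tracer.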
ARFGAP1 inhibitor – rat ARFGAP1 inhibition; Q62848; Arfgap1-stimulated ARF1 GTP hydrolysis, GDP FP detection; inhibition, % at 16.5 µM; hit rate 0.26% among 360,000; AID 651572;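 active = inhibition above a per-plate limit, mean inhibition of low control wells plus 3 SD, cut at about 25% in these data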;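 note: 0% = DMSO wells with enzyme and 100% = wells lacking Arfgap1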
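Material: rat Arfgap1 GAP domain (His6, aa 1-136), purified enzyme. Also added: human ARF1(Δ1-17)-GTP substrate. Compound dosing: 16.5 µM single point, 1.26% DMSO. Timing: enzyme reaction 120 min at 25 °C after 20 min preincubation. Signal: GDP detection by fluorescence polarization. Read-out basis: percent inhibition of GAP-stimulated GDP formation, scaled between DMSO and no-Arfgap1 medians.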
* marks the source's active call; other numbers are inactive results; i = inactive.

mol	TDP2 absorb	DDE Tn6 FP inh	PLCb3 inh	ASAP1 inh	ADAM17 inh	PLC-gamma1 inh	ADAM10 inh	SIAE primary	Tn7 DDE FP	ARFGAP1 inhibitor
O=C(CSc1cccc[n+]1[O-])Nc1cc(S(=O)(=O)N2CCOCC2)ccc1N1CCOCC1	-5	3	6	-14	-2	5	-6	2	-2	1
O=C1CN(C(=O)COC(=O)c2c(F)cccc2Cl)c2ccccc2N1	-16	-12	-3	0	0	-5	-29	-4	-5	17
CC1=CC=CC2=NC(=O)CC(C)(C(=O)N(CC(=O)NC3CCCC3)Cc3ccc(Cl)cc3)N12 (stereo not given)	-7	11	-112	19	-314	-65	i	-1	0	7
CCNC(=O)N1CCCC(C(=O)c2ccc3cc(OC)ccc3c2)C1 (stereo not given)	-6	-5	-75	-14	-90	-63	-323	2	-8	9
CCOC(=O)[C@]12CCC=C1N(Cc1ccc3c(c1)OCO3)C(=O)[C@H](CC(=O)NCC13CC4CC(CC(C4)C1)C3)C2	3	-1	0	-8	2	2	9	2	-4	10
COc1ccc(N2CCN(C(=O)[C@@H]3CCCN3C3=NS(=O)(=O)c4ccccc43)CC2)cc1	-6	2	-6	-14	-1	2	-5	4	-2	-3
CCOc1ccc2nc(N3CCCC(C(=O)NCCCN4CC(C)CC(C)C4)C3)sc2c1 (stereo not given)	-2	-3	-2	-2	4	3	5	2	2	18
CN(C)c1ccc2c(=O)cc[nH]c2c1	-1	10	i	3	i	i	i	1	-5	-2
CCc1ccc(NC(=O)NCCCN2CCCC2=O)cc1	10	2	-6	4	-2	-3	-1	-4	1	8
CCOC(=O)c1[nH]cnc1C(=O)Nc1cccc(OC)c1	-2	1	-7	-1	-1	2	9	-6	-4	4
CCC1(CC)Cc2ccccc2C(=C(C#N)C#N)N1	-8	-11	-4	0	-6	-1	-8	-5	7	-14
Cc1[nH]n(-c2ccccc2)c(=O)c1N=Nc1ccccc1	12	-4	3	7	-2	-2	-2	4	3	10
O=C(CN(Cc1ccccc1)S(=O)(=O)c1ccc2c(c1)OCCO2)N/N=C/c1ccc(F)cc1	4	0	2	3	5	3	14	-12	-1	2
O=c1ccc2cc(S(=O)(=O)N3CCN(c4ccccc4)CC3)ccc2[nH]1	0	3	-3	-11	-2	2	-14	0	0	6
O=C(O)C(c1ccccc1)C1(O)CCCCC1 (stereo not given)	-6	-10	-1	1	-5	1	-1	-1	1	-3
CCNC(=S)NNC(=O)Cc1ccccc1	1	-3	1	-12	-2	1	15	3	-1	-10
COc1ccccc1NS(=O)(=O)c1cccc(NC(=O)c2nn(C)c(=O)c3ccccc23)c1	6	-6	-1	-8	5	-2	12	-58	3	-2
CCN(CC)S(=O)(=O)c1cccc(NC(=O)C2CC(=O)N(c3ccc4c(c3)OCCO4)C2)c1 (stereo not given)	0	4	-9	0	-2	-4	2	0	-1	-8
O=C(CN1CCCCC1)NC(=O)NC1CCCC1	-6	-3	2	2	0	4	5	0	2	17
COCCn1c(C)cc(C(=O)COC(=O)CCc2ccc(S(=O)(=O)N3CCOCC3)cc2)c1C	-3	-8	1	0	0	2	-6	-3	0	5
OC1(c2cccs2)CN(c2ccc(Cl)cc2)C2=[N+]1CCCS2 (stereo not given)	-10	-2	-6	9	-8	-2	-4	-9	3	-8
Cc1ccc(C(=O)OCCn2cc(C#N)c(=O)[nH]c2=O)cc1	-5	4	3	-4	-1	0	0	5	-6	9
CC(NC(=O)CN(C)CC(=O)Nc1ccc(Cl)c(C(F)(F)F)c1)c1ccccc1 (stereo not given)	-7	-5	-8	18	5	1	0	0	1	8
CCCCCn1c(S(=O)(=O)O)nc2ccccc21	6	3	-3	-12	1	0	6	1	-4	6
Cc1ccc(-n2nc(C)c(NC(=O)COC(=O)c3ccccc3NCCO)c2C)cc1	3	0	-478	3	-349	-300	i	10	3	-4
CC1CCCC(C)N1CC(O)COCc1ccccc1 (stereo not given)	-8	-5	-3	2	-5	5	-9	0	0	-9
CCc1cc(OCCCCNCc2ccccc2)ccc1Cl	-12	-6	7	8	1	6	-3	12	-4	9
CCC/C(=N/NC(=O)c1ccc2c(c1)OCO2)c1cccs1	-8	-4	3	-3	1	-1	2	6	-6	5
CCC1Cc2[nH]c(=S)[nH]c(=O)c2C(c2ccc(Cl)cc2)O1 (stereo not given)	5	-2	-2	-10	-2	9	-10	3	9	-4
O=C(O)C1=C[C@@H](c2csc3ccccc23)C[C@@H](OCCCCO)O1	0	1	-29	-5	-8	-25	-41	7	3	-17

The list goes on; it opens with the three that closed the last part.
mol	TDP2 absorb	DDE Tn6 FP inh	PLCb3 inh	ASAP1 inh	ADAM17 inh	PLC-gamma1 inh	ADAM10 inh	SIAE primary	Tn7 DDE FP	ARFGAP1 inhibitor
CCC/C(=N/NC(=O)c1ccc2c(c1)OCO2)c1cccs1	-8	-4	3	-3	1	-1	2	6	-6	5
CCC1Cc2[nH]c(=S)[nH]c(=O)c2C(c2ccc(Cl)cc2)O1 (stereo not given)	5	-2	-2	-10	-2	9	-10	3	9	-4
O=C(O)C1=C[C@@H](c2csc3ccccc23)C[C@@H](OCCCCO)O1	0	1	-29	-5	-8	-25	-41	7	3	-17
Cc1ccccc1N1CC(C(=O)N2CC(C)CC(C)C2)CC1=O (stereo not given)	14	3	-5	3	1	0	-3	4	-2	8
O=C(NCc1ccccc1)c1ccc(Cn2cc(C(F)(F)F)ccc2=O)cc1	0	9	1	2	1	0	4	4	6	-7
CCOc1c(/C=C(\C#N)C(N)=O)c2ccccc2n1CC	-8	-4	-2	6	-1	-2	-6	1	2	3
Cc1ccc2c(c1)NC(=O)C(CC(=O)NCCCN1CCN(c3cc(Cl)ccc3C)CC1)O2 (stereo not given)	-21	-4	6	14	5	9.5*	11	-8	4	15
CCOC(=O)C1(Cc2cccc(OC)c2)CCN(Cc2cccc(O)c2)CC1	-21	2	5	16	2	3	-2	-1	0	11
COC(C(=O)Nc1ccnn1C1CCN(Cc2ccc(C)o2)CC1)c1ccccc1 (stereo not given)	16	-1	-9	-8	-3	1	7	-3	7	3
CSc1ccc(NC(=O)N2CCN(c3nc4ccccc4s3)CC2)cc1	-20	-9	-3	11	-2	5	-2	3	1	22
CC(C)OC(=O)c1cccc2c1C(=O)c1ccccc1-2	4	-3	-5	-4	-3	0	-4	-3	0	1
Cc1cc(=O)n(CC(=O)O)c2ccccc12	-3	-4	2	2	0	6	-6	1	1	8
O=C1N/C(=N/S(=O)(=O)Cc2ccccc2)S/C1=C/c1ccc2c(c1)OCO2	13	-6	-26	-2	-6	-17	0	-11	4	7
CC(C)CN(C(=O)c1ccc(F)cc1F)c1c(N)n(CC(C)C)c(=O)[nH]c1=O	-1	-4	-3	-2	-3	2	-2	-5	-5	3
C=CCn1c(C(C)C)nc2ccccc21	12	3	-1	1	-4	2	-3	-1	-2	2
Cc1cc(=O)[nH]c(N/N=C/c2c[nH]c3ccccc23)n1	10	-5	-10	-2	-6	0	-9	-2	0	10
Cc1cc(C)c2nc(NNC(=O)c3ccc(S(=O)(=O)N4CC(C)CC(C)C4)cc3)sc2c1 (stereo not given)	-11	-16	-94	7	0	-89	-7	0	-4	-5
COc1ccc(NC(=O)Cn2nc(C)c3ccccc3c2=O)cc1	-2	5	-5	-7	-3	0	9	-7	-1	-6
COc1ccccc1N1CCN(CC(=O)NC(=O)NCc2ccco2)CC1	-2	-6	-1	-8	3	-1	-1	-2	0	-2
COc1ccc(NC(=O)CCNS(=O)(=O)c2ccc(Br)s2)cc1	6	1	0	-4	-4	1	0	-4	1	0
Fc1ccc(-c2cnn3c(-c4ccncc4)ccnc23)cc1	-6	-5	1	-3	-4	0	-1	0	0	-6
O=S1(=O)CCO[C@H]2Cc3ccccc3[C@H]2N1Cc1ccc(Cl)cc1	1	4	-5	7	1	1	5	-1	0	-1
COc1ccccc1C(=O)NCC(=O)OCc1ccc(Br)cc1	-6	-5	-1	7	-1	1	0	0	3	4
O=C(Cc1csc(N2CCOCC2)n1)N/N=C/c1ccccc1C(=O)O	5	0	-7	0	-2	1	-4	4	-6	0
CCc1nc2c(c(=O)c3ccccc3n2C)c(=O)n1-c1ccc(F)cc1	11	-2	-3	-2	2	-6	8	12	-2	4
COc1ccc(CNC(=O)C2CCN(S(=O)(=O)N3CCCCC3)CC2)c(OC)c1	7	1	3	11	1	-2	-7	1	-1	6
CCOC(=O)c1c(C)[nH]c(C(=O)OCC(=O)N2c3ccccc3CC2C)c1C (stereo not given)	-4	-8	2	-1	0	3	13	-1	6	-2
O=C1N(Cc2cccnc2)C[C@@H]2C[C@@H](c3cccc(Oc4ccccc4)c3)N3CCC[C@@]123	11	-5	-83	-2	1	3	1	1	-1	-7
COc1cccc(CNC(=O)CCc2nnc3ccc(NCCCN4CCCC4=O)nn23)c1	14	-2	-10	-13	-5	-5	-4	1	-4	6
COc1ccc(OCc2cc(C(=O)NC3CCOCC3)no2)c2ccccc12	18	-2	-3	30*	-1	-3	2	-8	3	0
CCN1CCN(C(=O)c2ccc(Cl)c(S(=O)(=O)N(C)c3ccccc3)c2)CC1	5	10	-3	13	-1	1	-3	8	-5	-1
CCN(CC(=O)NC(=O)NCc1ccco1)Cc1nc2ccccc2c(=O)[nH]1	0	1	-14	10	-7	-11	-5	-1	1	-1
C[C@H](CO)N1C[C@H](C)[C@@H](CN(C)Cc2ccc(-c3ccccc3)cc2)Oc2ccc(NC(=O)Cn3cnnn3)cc2C1=O	0	4	-10	3	-3	-4	-18	-1	4	2
CCC(C)N=C1CC(C)(C)CC(=O)/C1=C(/O)Cc1ccccc1 (stereo not given)	-2	-1	5	10	-2	0	-5	0	-2	-3
CN(C)c1cccc(C(=O)n2cc(C(=O)c3cc(F)ccc3O)cn2)c1	-7	1	-49	-1	-30	-40	-93	-48	8	-8
CN1CCCC(OC(=O)c2ccccc2F)C1 (stereo not given)	-15	-5	-4	7	1	1	4	-7	-6	3
Cc1cccc(C(=O)O/N=C(\N)c2ccc(Cl)cc2)c1	1	0	0	0	1	2	-4	7	8	-2

Compound activity from PubChem BioAssay.
